Assay outcomes: PubChem, several laboratories
GSK3 alpha inh: human GSK-3 alpha kinase inhibition | P49840 | ADP-Glo luminescence, 60 min | inhibition, % at 10 µM | 0.1% of 320,000 active;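 in the data active means inhibition above about 50%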;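 further: GST-tagged GSK-3 alpha with peptide substrate and 25 µM ATP; 0% = DMSO neutral wells and 100% = GW8510 positive control wells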
KCNQ1 block: inhibitors of human KCNQ1 potassium channel; CHO-K1 KCNQ1, FluxOR thallium flux fluorescence; stronger effect = higher value; B-score at 10 µM; 1.3% of 310,000 active; AID 2642;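 active means compounds whose thallium flux B-score, printed positive for inhibition, exceeds three library SD while starting fluorescence stays within three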;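 further: channel opened by potassium depolarization with thallium stimulus after 20 min compound exposure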
Target sequence (P51787 whole entry, looked up): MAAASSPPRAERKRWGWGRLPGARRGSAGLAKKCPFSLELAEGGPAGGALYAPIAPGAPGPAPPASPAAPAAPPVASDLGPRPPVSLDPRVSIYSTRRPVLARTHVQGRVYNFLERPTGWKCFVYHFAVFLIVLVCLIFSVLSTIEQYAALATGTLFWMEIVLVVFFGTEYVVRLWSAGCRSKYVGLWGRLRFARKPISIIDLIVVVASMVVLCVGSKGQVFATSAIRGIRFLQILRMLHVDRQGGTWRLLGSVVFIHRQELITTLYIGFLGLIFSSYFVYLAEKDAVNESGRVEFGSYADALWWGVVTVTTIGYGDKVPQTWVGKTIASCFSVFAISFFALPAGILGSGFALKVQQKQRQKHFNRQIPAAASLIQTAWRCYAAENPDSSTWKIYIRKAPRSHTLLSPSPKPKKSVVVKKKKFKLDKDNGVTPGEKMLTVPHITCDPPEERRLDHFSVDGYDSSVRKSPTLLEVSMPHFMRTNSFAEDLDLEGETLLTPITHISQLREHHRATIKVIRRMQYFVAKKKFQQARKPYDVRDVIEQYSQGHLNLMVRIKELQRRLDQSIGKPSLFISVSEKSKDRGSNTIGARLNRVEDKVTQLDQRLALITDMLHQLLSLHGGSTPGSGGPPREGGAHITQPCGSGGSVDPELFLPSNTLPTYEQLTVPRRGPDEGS
KCNK3 block: human KCNK3 channel inhibition, primary screen. O14649. CHO-KCNK3 thallium flux, FluxOR fluorescence; stronger effect = lower value. B-score at 10 µM. 0.84% of 340,000 active;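 active means B-score under library mean minus 4 SD, starting fluorescence ratio at most library mean plus 5 SD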;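 further: more negative B-score means stronger inhibition of thallium flux through KCNK3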
DYRK1A inh: inhibitors of rat Dyrk1A kinase | ADP-Glo luminescence, NFATc1 peptide | inhibition, % at 12.5 µM | 0.43% of 310,000 active | Q63470; in the data active means inhibition above about 50%;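 further: plate controls were vehicle with enzyme for no effect and no enzyme for full effect; many of its hits are not listed in these tables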
KCNK9 inh: human KCNK9 channel inhibition | HEK293 KCNK9, FluxOR thallium flux fluorescence; stronger effect = lower value | B-score at 10 µM | 1.2% of 310,000 active | AID 488922;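 active means ratio B-score over 3 SD below the library mean, with starting fluorescence within 5 SD of its mean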;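 further: negative B-score means less thallium flux so channel inhibition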
GSK3B inh: inhibitors of human GSK3beta kinase; GST-GSK3beta kinase, ADP-Glo luminescence, 60 min; stronger effect = lower value; activity score (negative = inhibition), % at 10 µM; 0.038% of 300,000 active; AID 2097;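 active means more than half of replicate wells score below -50%, meaning over 50% inhibition versus plate controls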;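 further: 0% = median DMSO wells and -100% = median GW8510 positive control wells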
Target sequence (P49841 whole entry, looked up): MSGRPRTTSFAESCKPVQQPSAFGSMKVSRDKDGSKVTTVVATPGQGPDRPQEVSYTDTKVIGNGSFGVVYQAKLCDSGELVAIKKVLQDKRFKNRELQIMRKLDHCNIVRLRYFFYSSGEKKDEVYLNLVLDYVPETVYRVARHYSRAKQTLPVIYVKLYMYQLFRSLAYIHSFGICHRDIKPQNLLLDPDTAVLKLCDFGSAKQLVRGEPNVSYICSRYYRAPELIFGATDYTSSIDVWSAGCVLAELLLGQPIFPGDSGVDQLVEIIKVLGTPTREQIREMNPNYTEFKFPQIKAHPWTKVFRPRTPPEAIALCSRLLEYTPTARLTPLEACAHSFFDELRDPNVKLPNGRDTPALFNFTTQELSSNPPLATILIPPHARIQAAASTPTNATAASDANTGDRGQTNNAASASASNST
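Assay system: GST-fused GSK3beta enzyme, cell-free / Medium: Tris pH 7.5 buffer with MgCl2, DTT, BSA, heparin / Also added: peptide substrate plus 25 µM ATP (final) / Compound: 10 µM single point / Timing: kinase reaction with compound 60 min at room temperature / Detection: ADP-Glo luminescence / Benchmarks: DMSO neutral wells and GW8510 at 20 µM as positive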
KCNQ1 act: potentiates or activates the human KCNQ1 potassium channel. AID 2648. CHO-K1 KCNQ1, thallium flux FluxOR fluorescence; stronger effect = higher value. B-score at 10 µM. 0.35% of 310,000 active;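 active means fluorescence ratio B-score, a plate-corrected score, at least three library SD, with initial intensity B-score within 5 SD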
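Assay system: stable KCNQ1 CHO-K1 line; medium: assay buffer, equal DMSO in all wells; timing: 90 min dye loading and 20 min compound exposure, both at room temperature; technique: kinetic FluxOR thallium fluorescence, 10-s 1-Hz baseline, 110-s post-stimulus read; read-out basis: B score of baseline-normalized fluorescence ratio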
RGS4 inh: human RGS4 inhibition; P49798; HEK293 M3R/RGS4 inducible, Fluo-4 calcium flux; stronger effect = higher value; triggered by carbachol at its EC20; B-score at 10 µM; 0.45% of 310,000 active; AID 463165;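 active means B-score, a plate-corrected calcium signal, over three deviations above library mean, with baseline fluorescence within five deviations of library mean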;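 further: RGS4 expression induced by doxycycline in cells with stable M3 receptor; B-score is computed from the integrated fluorescence ratio over baseline after carbachol; higher B-score means a larger calcium signal and so more RGS4 inhibition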
PolyA inhibitor: inhibitors of polyadenylation in S. cerevisiae; calls only at 12 µM; S. cerevisiae SKY197-pL101 polyadenylation reporter, beta-gal luminescence; efflux-impaired pdr1/pdr3 knockout yeast; score 100 = 6 SD above DMSO; AID 1875; 0.02% of 300,000 active;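 active means lowest replicate activity score at least 50, where 100 means six control SD above control mean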;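 further: yeast exposed to compound for 9 h at 30 °C; higher score means more reporter readthrough which indicates perturbed polyadenylation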
hERG rescue: hERG (human) protection from proarrhythmic block; Q12809; CHO-hERG, FluxOR thallium flux, dofetilide IC70 present; activation (rescue from dofetilide block), less the hit threshold, % at 10 µM; 0.51% of 310,000 active;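 active means activation above the mean of controls blocked by dofetilide plus 5 SD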;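 further: thallium influx through hERG after potassium depolarization seen as dye fluorescence rise; in these data hits start at about 4.7%; inactives centre near -7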
RGS4 act: RGS4 potentiation or activation; HEK293 M3R/inducible RGS4, carbachol calcium flux Fluo4; stronger effect = lower value; B-score at 10 µM; 0.92% of 310,000 active; AID 463111;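 active means B-score of the integrated calcium signal more than 4 SD below the library mean, with starting fluorescence not abnormally high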;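 further: negative B-score means reduced calcium response which marks RGS4 activation or potentiation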
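test system = HEK293 cells with stable M3R and inducible RGS4 | schedule = recording 10 s baseline at 1 Hz, 100 s post-agonist | technique = Fluo4-AM (2 µM) calcium-flux fluorescence, kinetic read | measure = Agonist-evoked peak-minus-minimum fluorescence over baseline, integrated ratio, B score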
Active calls of the source: *; i = inactive; · = no result given.

Fields: GSK3 alpha inh	KCNQ1 block	KCNK3 block	DYRK1A inh	KCNK9 inh	GSK3B inh	KCNQ1 act	RGS4 inh	PolyA inhibitor	hERG rescue	RGS4 act
- CCOc1ccc(CN(C)CC(=O)Nc2cccc(C)c2)cc1OC
 : -2	i	i	7	i	4	i	i	i	-2	i
- C/C(=N\NC(=O)c1cc2ccccc2cc1O)c1ccccn1
 : 0	i	i	7	i	-3	7*	i	i	-2	i
- CC(C)Cc1nnc(NC(=O)C2CCN(C(=O)c3ccc(Cl)cc3)CC2)s1
 : -1	i	i	-5	i	0	i	i	i	-8	i
- Cc1ccccc1SCC(=O)N1CCN(c2ccc(C(F)(F)F)cn2)CC1
 : 9	i	i	14	i	-1	i	i	i	-14	i
- N#C/C(=C/c1ccncc1)c1nc2ccccc2c(=O)[nH]1
 : 2	i	i	3	i	0	i	i	i	-15	i
- O=C1c2ccccc2-c2n[nH]c(=O)c3ccc(N4CCCCC4)c1c23
 : -4	i	i	18	i	-1	i	i	i	-4	i
- COc1ccc(N2CC(C(=O)Nc3cccc(C)n3)CC2=O)cc1 (stereo not drawn)
 : -4	i	i	5	i	-5	i	i	i	-13	i
- CCn1c(SCC(=O)N/N=C/c2c[nH]c3ccccc23)nnc1-c1ccc(Cl)cc1
 : -1	i	i	-7	i	3	i	i	i	-18	i
- COc1ccc(F)c(CN2CCC(CO)(Cc3cccc(C(F)(F)F)c3)CC2)c1
 : 2	i	i	19	i	-7	i	i	i	-15	i
- C=CCn1c(-c2cccn(Cc3ccc(Cl)cc3)c2=O)n[nH]c1=S
 : 1	i	i	-2	i	0	i	i	i	-13	i
- Cc1csc(NC(=O)CCn2c(=O)sc3ccccc32)n1
 : 2	i	i	-2	i	-1	i	i	i	-13	i
- CCc1ccc(-c2nc(CSCC(=O)N3CCN(c4ncccn4)CC3)c(C)o2)cc1
 : 0	i	i	1	i	-1	i	i	i	-8	i
- Cc1c(NC2=NC3(CCCCC3)Cc3ccccc32)c(=O)n(C)n1-c1ccccc1
 : 1	i	i	-6	i	2	i	i	i	-10	i
- CCCCNc1nnc(CCn2nc(C)c(Br)c2C)s1
 : -5	i	i	4	i	4	i	i	i	-7	i
- C=CCC(NCc1ccco1)c1ccc(OC)cc1 (stereo not drawn)
 : 0	i	i	1	i	0	i	i	i	-12	i
- CN(Cc1ccccc1)C(=O)CCNS(=O)(=O)c1ccc2c(c1)oc(=O)n2C
 : 0	i	i	1	i	5	i	i	i	-5	i
- COc1cc(-c2cc(=O)c3c(O)c(OC)c(OC)c(OC)c3o2)cc(OC)c1OC
 : 1	i	i	-5	i	0	i	i	i	-10	i
- CC(Oc1ccc2c3c(c(=O)oc2c1)CCCC3)C(=O)NCc1cccnc1 (stereo not drawn)
 : -2	i	i	3	i	1	i	i	i	-5	i
- COCC(=O)N1CCC(Oc2ccc(C(=O)N3CCN(C)C[C@@H]3C(C)C)cc2)CC1
 : ·	i	i	-1	i	1	i	i	i	-9	i
- CCN(CC)CCNC(=O)Cn1nc(Cc2ccccc2)c2ccccc2c1=O
 : -1	i	i	5	i	-3	i	i	i	-9	i
- CC1(C)CC(c2nc(-c3ccc(Br)cc3)cs2)CCS1 (stereo not drawn)
 : -2	i	i	-9	i	-1	i	i	i	-10	i
- CCn1cc(C(=O)NCc2cccnc2)c2cc(OC)c(OC)cc2c1=O
 : 2	i	i	5	i	0	i	i	·	-12	i
- O=C(CCS(=O)(=O)c1cccc2nonc12)N1CCCc2ccccc21
 : 0	i	i	13	i	0	i	i	i	-4	i
- Nc1ccc(S(=O)(=O)NC(Cc2ccccc2)C(=O)O)cc1 (stereo not drawn)
 : -1	i	i	-2	i	3	i	i	·	-6	i
- O=C(NCCCCNC(=O)c1ccco1)c1ccco1
 : 0	i	i	-13	i	4	i	i	i	0	i
- O=C(NCc1ccncc1)Nc1ccccc1F
 : ·	i	i	5	i	-2	i	i	i	-11	i
- COc1ccccc1Nc1nnc(SCC(=O)N2CC(=O)Nc3ccccc32)s1
 : 0	i	i	-3	i	0	i	i	i	-9	i
- CSc1nc(C)c(Cc2c(F)cccc2Cl)c(=O)[nH]1
 : 8	i	i	15	i	2	i	i	i	-13	i
- CN(O)C(=O)Nc1ccc([N+](=O)[O-])cc1
 : -1	i	i	2	i	0	i	i	i	-8	i
- Cc1cccc(-c2c3c(=O)n(C)c(=O)n(C)c3cn2C2CCCCC2)c1
 : 2	i	i	0	i	4	i	i	i	-5	i
- COc1ccc(NC(=O)CSc2nc3ccsc3c(=O)n2Cc2ccccn2)c(OC)c1
 : 0	i	i	·	i	·	i	i	i	-12	i
- CC(C)(C)NC(=O)CN(Cc1ccc2c(c1)OCO2)C(=O)CNC(=O)c1cccs1
 : -1	i	·	·	i	-1	i	i	i	-6	i
- O=C(O)CC(Cc1ccccc1)c1ccc2c(c1)OCO2 (stereo not drawn)
 : -3	i	i	-4	i	3	i	i	i	-16	i
- NC(=O)c1c(NC(=O)C2CCCO2)sc2c1CCC2 (stereo not drawn)
 : 3	i	i	7	i	0	i	i	i	-8	i
- Oc1ccc2ccccc2c1CN1CCCC1
 : 0	i	i	1	i	-1	i	i	i	-6	i
- CC(=O)c1cc(-c2ccccc2)[nH]c1N1CCOCC1
 : -2	i	i	7	i	0	i	i	i	-4	i
- CCOc1cc(C(=O)N2CCC(CC3CC(c4ccccc4)=NO3)(C(=O)NCc3ccc(OC)cc3)CC2)cc(OCC)c1OCC (stereo not drawn)
 : 1	i	i	·	i	1	i	i	i	-2	i
- Nc1nc(SCC(=O)Nc2cc(C(F)(F)F)ccc2Cl)[nH]c(=O)c1NC(=O)c1ccco1
 : 1	i	i	3	i	2	i	i	i	-10	i
- CCCOc1ccc(/C(O)=C2/C(=O)C(=O)N(CCCOC)C2c2cccnc2)cc1 (stereo not drawn)
 : -5	i	i	-28	i	1	i	i	i	-7	i
- COc1ccc(C(=O)Nc2cccnc2)cc1
 : -2	i	i	·	i	2	i	i	i	-2	i
- CC(C(=O)NCCCN1CCOCC1)n1cccc1C(=O)c1ccccc1 (stereo not drawn)
 : -1	i	i	-1	i	0	i	i	i	-6	i
- O=C1CCCN1CCC(=O)N1CCCC(CO)(Cc2ccccc2)C1 (stereo not drawn)
 : 0	i	i	1	i	-4	i	i	i	-6	i
- O=S(=O)(c1cccs1)N1CN(Cc2ccccc2)c2nc3ccccc3nc21
 : -1	i	i	30	i	1	i	i	i	-4	i
- NNC(=S)NCCc1ccccc1
 : -1	i	i	8	i	2	i	i	i	-12	i
- O=C(Nc1nccs1)c1ccc(COc2ccccc2)o1
 : -1	i	i	0	i	0	i	i	i	-7	i
- CCN(CC)c1ncnc2c1cnn2C
 : -2	i	i	8	i	-2	i	i	i	0	i
- O=C(CN1CCOCC1)Nc1ccccc1C(=O)Nc1ccccc1
 : 0	i	i	-3	i	-3	i	i	i	-8	i
- COc1ccc(S(=O)(=O)N2CCCCCC2)cc1C(=O)N1CCCCC1
 : 1	i	i	-1	i	2	i	i	i	-3	i
- CON1C(=O)C(=O)N(OC)C(C)(C)C1C (stereo not drawn)
 : -1	i	i	5	i	-2	i	i	i	1	i
- CN1C(=O)/C(=N\OC(=O)c2ccccc2Cl)c2ccccc21
 : ·	i	i	-3	i	-4	i	i	i	-12	i
- COc1cc(CN(C(=O)c2cc3ccccc3oc2=O)C2CCS(=O)(=O)C2)cc(OC)c1OC (stereo not drawn)
 : ·	i	i	3	i	2	i	i	i	-11	i
- O=C(NCc1ccco1)/C(=C\c1cccnc1)NC(=O)c1ccccc1F
 : -1	i	i	-4	i	-2	i	i	i	-11	i
- CCCC(=O)Nc1cc(C(=O)N(C)CC(OC)OC)ccc1S(=O)(=O)c1ccc(C)cc1
 : -2	i	i	-1	i	1	i	i	i	-3	i
- Cc1nn(CCCC(=O)Nc2ccc(Br)cc2F)c(C)c1[N+](=O)[O-]
 : 1	i	i	·	i	1	i	i	i	-14	i
- CCn1c(=O)c(=O)[nH]c2cc(C(=O)NC3CCCc4ccccc43)ccc21 (stereo not drawn)
 : -1	i	i	-1	i	-3	i	i	i	-14	i
- CC(C)n1nnnc1SCC(=O)c1ccc2c(c1)OCCO2
 : 5	i	i	2	i	3	i	i	i	-8	i
- Cc1cccn2c(=O)c3cc(C#N)c(=NC(=O)c4cccs4)n(CC(C)C)c3nc12
 : -1	i	i	·	i	4	i	i	i	-8	i
- COc1ccc(CNC(=O)Cc2c(C(=O)O)[nH]c3ccccc23)c(OC)c1
 : 2	i	i	-2	i	5	i	i	i	-7	i
- O=C(CN1CCN(c2cccc(Cl)c2)CC1)NC1CCCc2ccccc21 (stereo not drawn)
 : -1	i	i	-1	i	1	i	i	i	-14	i
- CN(C)CCNC(=O)Cn1c(=O)c2cccn2c2ccc(F)cc21
 : 0	i	i	8	i	1	i	i	i	-4	i

Further compounds follow.
Fields: GSK3 alpha inh	KCNQ1 block	KCNK3 block	DYRK1A inh	KCNK9 inh	GSK3B inh	KCNQ1 act	RGS4 inh	PolyA inhibitor	hERG rescue	RGS4 act
- COc1cccc(NC(=S)N(Cc2ccccn2)Cc2ccccc2Cl)c1
 : -1	i	i	11	i	1	i	i	i	-2	i
- COc1cn(-c2ccccc2)nc1C(=O)NCc1ccc(C)cc1
 : 1	i	i	-2	i	2	i	i	i	-2	i
- O=C(Nc1nnc(SCc2ccc(Cl)cc2)s1)C1CC(=O)N(Cc2ccccc2)C1 (stereo not drawn)
 : 7	i	i	-78	i	-3	i	i	i	-3	i
- CCC(=O)c1cc(F)c(N2CCN(C(=O)Cc3ccccc3)CC2)cc1C
 : 0	i	i	0	i	-1	i	i	i	-15	i
- O=C(CCCC(=O)OCC(=O)c1ccc(Cl)cc1)NC1CCCCC1
 : 2	i	i	1	i	1	i	i	i	-8	i
- Cc1nn(C)c(Oc2cccc(Cl)c2)c1C(=O)Nc1ccc(F)cc1
 : -3	i	i	3	i	1	i	i	i	-9	i
- CN(CCOc1ccccc1)C(=O)c1cc(S(=O)(=O)N2CCCCC2)ccc1Cl
 : -1	i	i	4	i	-1	i	i	i	-10	i
- CC(=O)NS(=O)(=O)c1ccc(NC(=O)COc2ccc(C(=O)c3ccccc3)cc2)cc1
 : -12	i	i	3	i	4	i	i	i	-7	i
- CCN(C#N)c1nc(N(C)C)nc(N(C)C)n1
 : ·	i	i	22	i	2	i	i	i	-9	i

Only part of the results is shown (hit frequency here may not be typical).
